P. falciparum M17LAP: P. falciparum M17LAP inhibitors, primary screen, biochemical, fluorogenic H-Leu-NHMec substrate, 1536-well (AID 1619); Leucine aminopeptidase (Plasmodium falciparum (isolate 3D7)); recombinant M17LAP, H-Leu-NHMec fluorogenic kinetic assay; higher % means a stronger effect; one-dose inhibition, % at 30 µM; IC50 in µM for titrated hits; hit rate 0.38% among 220,000;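 active = compound inhibiting the enzyme by more than half at any dose during confirmatory dose-response retesting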;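 also: plate controls were full reaction with DMSO carrier for no effect and no enzyme background for full effect; strong numbers were not always called active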
Yfh1-depleted yeast: enhancers of respiration in Yfh1-depleted yeast, dose response, Friedreich's ataxia, plus single-dose screen (AID 1465); S. cerevisiae Yfh1-off respiration, WST-1 reduction, 72 h; higher fold induction means a stronger effect; one-dose fold induction at 50 µM; EC50 in µM for titrated hits; hit rate 0.074% among 220,000;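 active = fold induction of absorbance versus untreated yeast above a set limit, then at least 30% activation at any dose in follow-up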;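 also: activators that raise dye reduction in frataxin-depleted yeast; strong numbers were not always called active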
Autophagy mod: autophagy modulators in MEF cells, primary screen, imaging, high-content, MEF GFP-LC3 | hit rate 0.98% among 190,000 | calls only at 10 µM (by protocol) | MEF GFP-LC3 puncta imaging; test concentration mostly 10 µM;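 active = percentage of spot-positive cells more than 3 SD above its plate mean, without a fluorescence outlier flag or 80% toxicity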;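 also: spot-positive cell cutoff set from DMSO-treated cells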
Ins promoter up: insulin promoter activators in MIN6 cells, imaging, high-content screening, mouse beta cells; z-score at 5 µM; hit rate 0.3% among 190,000; MIN6 insulin promoter-GFP reporter; active compounds read high;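 active = z-score above 3 at 5 µM with at least 500 cells counted in the well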
HEK293 NOD2/NF-kB: NOD2 signaling inhibitors, cell-based, luminescence, uHTS, HEK293 (AID 1566); HEK293 NOD2/NF-kB luciferase reporter, luminescence; higher % means a stronger effect; inhibition, % at 4 µM, or EC50 in µM where a hit was titrated; hit rate 0.63% among 290,000; in the data active = inhibition above about 50%; also: many of its hits are not listed in these tables
NOD1 NF-kB reporter: NOD1 signaling inhibitors, primary screen, cell-based, luminescence, uHTS (AID 1578); NOD1-driven NF-kB luciferase reporter cells, luminescence; higher % means a stronger effect; one-dose inhibition, % at 4 µM; EC50 in µM for titrated hits; hit rate 1% among 290,000; in the data active = inhibition mostly above about 36%, no sharp cut-off; inactive = mostly below about 34%;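 also: HEK-293T reporter cells stimulated with the NOD1 agonist gamma-tri-DAP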
MT stabilize HCS: microtubule stabilizers in HeLa cells, primary screen, imaging, high-content imaging | HeLa tubulin immunostaining HCS, 24 h; share of cells brighter than vehicle mean+2SD | % tubulin-high responders, % at 10 µM | hit rate 0.83% among 200,000 | AID 2205, 2009;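 active = plate Z-score above 3 for both tubulin-high and condensed-nucleus cell shares, with cell loss under 80%, at 10 µM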;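 also: anti alpha tubulin signal scored within the nucleus-defined area of each cell; some results filed as inactive read as strong as hits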
Dynein cargo inh: inhibitors of GR-EGFP nuclear translocation, primary screen, dynein cargo transport inhibitor project, imaging, high-content, 3617.4 mouse cells | test concentration mostly 20 µM; stimulated with dexamethasone, 1 µM; active compounds read low | z-score, hits read low | hit rate 0.47% among 220,000;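 active = plate z-score of nuclear minus cytoplasmic receptor signal below a set negative limit, without overly bright fluorescence or cell loss, cut at about -3.5 in these data, passing the limit was not always enough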;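 also: z-score of nuclear minus cytoplasmic ring GR-EGFP intensity difference per well; some compounds called inactive have numbers as strong as hits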
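Buffer or medium: tetracycline-free induction medium containing charcoal-stripped FBS / Reagent: dexamethasone agonist, 1.0 µM final, for 30 min / Technique: automated 10x imaging of fixed Hoechst-stained cells / Times: induction 48 h, compound 1 h, agonist 30 min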
bCat nuc transl: modulators of beta-catenin nuclear translocation, primary screen, imaging, HeLa cells, immunofluorescence, high-content. AID 1665, 2009. hit rate 0.3% among 190,000. nuclear translocation activity, % at 5 µM;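 active = nuclear translocation activity above 50% at 5 µM, with a well cell count of 50 or more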;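 also: per-cell ratio of nuclear to cytoplasmic median beta-catenin stain intensity; plate controls were DMSO negative control for no effect and GSK-3 inhibitor IX positive control for full effect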
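Test system: HeLa cells, endogenous beta-catenin; Compound: single 5 µM dose plus 0.02–20 µM confirmation series; Times: compound exposure 24 h at 37°C; Signal: fluorescence imaging of beta-catenin antibody stain plus DAPI; Read-out: % activation, nuclear-to-cytoplasmic median beta-catenin signal ratio per cell.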
Dynein cargo inh cytoplasmic EGFP: also measured in Dynein cargo inh; calls as there; z-score; measured here: cytoplasmic GR-EGFP intensity; active compounds read high
Dynein cargo inh nuclear GR-EGFP: second read-out of Dynein cargo inh, no call of its own (marks repeat the call); z-score; measured here: nuclear GR-EGFP intensity;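 lower value marks the stronger effect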
Dynein cargo inh cell count: also measured in Dynein cargo inh; calls as there; z-score; measured here: cell count per field
Ins promoter up cell count: also measured in Ins promoter up; calls as there; cell count; measured here: cytotoxicity, nuclei count;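 total cells summed across four imaged fields per well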
bCat nuc transl cell count 5 µM: further read-out of bCat nuc transl, marked with its call; cell count; measured here: cell count, cytotoxicity flag
MT stabilize HCS Hoechst-high %: further read-out of MT stabilize HCS, marked with its call; % Hoechst-high responders; measured here: nuclear condensation Hoechst responders;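 share of cells brighter than vehicle mean plus two SD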
MT stabilize HCS cytotoxicity %: second read-out of MT stabilize HCS, no call of its own (marks repeat the call); toxicity, %; measured here: cytotoxicity by cell density;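 0% = mean cell density of plate MIN control wells and 100% = no cells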
Autophagy mod cell loss 18 h: second read-out of Autophagy mod, no call of its own (marks repeat the call); toxicity, %; measured here: cell loss, nuclei count;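 cell loss after 18 h compound exposure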
* = called active by the depositor; i = inactive; . = not tested or not shown; + = active, no number. Some of the compounds tested (hit frequency here may not be typical).

SMILES	P. falciparum M17LAP	Yfh1-depleted yeast	Autophagy mod	Autophagy mod cell loss 18 h	Ins promoter up	Ins promoter up cell count	HEK293 NOD2/NF-kB	NOD1 NF-kB reporter	MT stabilize HCS	MT stabilize HCS Hoechst-high %	MT stabilize HCS cytotoxicity %	Dynein cargo inh	Dynein cargo inh cytoplasmic EGFP	Dynein cargo inh nuclear GR-EGFP	Dynein cargo inh cell count	bCat nuc transl	bCat nuc transl cell count 5 µM
O=C(O)C(Cc1cc2ccccc2[nH]1)N1C(=O)C2CC=C(Cl)CC2C1=O (stereo not given)	15%	i	i	10	-0.03	1260	12%	-20%	2.5	2.3	26	-0.57	-0.15	0.17	-0.66	-0.1	1145
O=C(COC(=O)C1CC1)Nc1ccc2[nH]c(=O)[nH]c2c1	-5%	i	i	9	-0.15	1515	4%	-20%	2.1	2.1	4.1	-0.21	-0.22	0.23	0.17	-2.6	1162
CCOC(=O)C1CCCN(C(=O)c2ccc3c(c2)NC(=O)C(N2CCOCC2)S3)C1 (stereo not given)	6%	i	i	8	0.01	1329	19%	32%	5.2	3.8	7.5	0.23	-0.35	0.079	-1.1	-0.4	1357
CNc1oc(-c2ccc(OCc3ccccc3)cc2)nc1C#N	4%	.	i	17	-0.3	1257	-41%	-22%	8.5	1.7	3.5	0.76	-0.19	0.57	-0.76	7.8	1478
Nc1nc(N2CCOCC2)n[nH]1	4%	i	i	-5	0.14	1162	8%	-29%	2.3	2.6	5.1	0.54	-0.26	0.17	0.72	2.7	1112
COc1ccccc1NC(=O)Cc1noc(CSc2nnc(C(F)(F)F)n2C)n1	-1%	i	i	-2	1.5	1160	13%	2%	2.9	1.7	1.2	1.5	0.058	0.41	-0.036	0.7	1067
CCC(C)(C)NC(=O)COc1ccc(C(=O)c2ccccc2)cc1	23%	i	i	-10	-0.16	1140	11%	-26%	2.1	2.8	8.1	-0.35	-0.26	-0.56	0.9	-1.3	1031
COc1ccc(C(CNC(=O)c2ccc(-n3cnnn3)cc2)N2CCOCC2)cc1 (stereo not given)	7%	i	i	51	.	.	-10%	-37%	4.5	2.8	18	0.34	0.011	0.78	-0.36	.	.
CCOC(=O)C1=C(C)N=C2c3ccccc3C(=O)C2C1c1ccccc1 (stereo not given)	-2%	i	i	16	-0.78	1421	-14%	.	2.9	2.0	4.0	2.1	-0.2	0.32	-1	2.6	1413
COc1ccc(NS(=O)(=O)c2ccc(Cl)c(NC(=O)c3cccnc3Cl)c2)cc1	2%	i	.	.	0.14	1006	4%	-2%	.	.	.	0.019	-0.24	-0.043	0.42	0.2	1278
COc1ccc(NC(=O)CSc2nnc(-c3ccoc3C)n2CCc2ccccc2)cc1	8%	i	i	4	-0.69	988	-5%	-5%	5.7	2.3	8.1	-0.84	-0.19	-0.19	-0.21	-0.7	1124
O=C(Cn1cnc2ccccc21)Nc1cccc([N+](=O)[O-])c1	22%	i	i	3	0.81	1260	10%	1%	2.8	2.3	12	0.15	-0.21	-0.26	0.59	0.1	1050
COC(=O)CSCC(=O)Nc1nnc(-c2cccc(C)c2)s1	-3%	i	i	-3	0.23	1274	7%	-44%	3.6	2.8	5.4	-0.17	-0.3	-0.36	-0.35	-1.0	1092
COc1ccc2nc(N)sc2c1	-4%	i	i	3	-0.43	1658	-28%	-9%	1.9	1.3	11	-0.74	-0.17	0.27	0.69	-3.5	1362
CCOc1ccccc1NC(=S)N(CCC(C)C)C1CCN(C(C)=O)CC1	-2%	i	i	27	-0.18	1280	-3%	-27%	3.9	1.5	5.2	0.00029	-0.25	0.13	-0.25	-0.2	1034
O=C(O)c1cn(C2CCCCC2)c2ccccc2c1=O	0%	i	.	.	-0.43	1127	-32%	-8%	.	.	.	-0.26	-0.29	-0.14	0.43	0.4	1253
Brc1ccc(-c2nnc3sc(CN4CCN(c5ccccc5)CC4)cn23)cc1	-8%	i	i	20	-0.55	1230	10%	-10%	3.7	2.2	3.6	0.15	-0.2	0.22	-0.18	-0.9	1056
NC(=O)c1ccc[n+](Cc2ccccc2)c1	-2%	i	i	7	0.84	1432	16%	-10%	4.5	2.8	11	-0.46	-0.18	-0.4	0.0077	-0.7	1163
Cc1nc(NCc2ccc3c(c2)OCO3)c2nnn(Cc3ccccc3)c2n1	6%	i	+	3.0*	-0.59	1310	12%	-30%	5.1	1.5	3.9	0.67	-0.2	0.62	0.37	-8.2	1017
O=C(NC1CC1)C1=C[C@@H](c2ccc(Br)cc2)C[C@@H](OCc2ccc(CO)cc2)O1	4%	i	.	.	-0.62	1006	3%	-6%	.	.	.	-0.2	0.39	0.18	-0.35	-0.1	1331
COC(=O)c1sc(N)c(C(=O)OC)c1CSc1nnnn1C	12%	i	i	7	-1.5	1195	0%	-12%	2.1	3.3	10	-1	-0.2	-0.46	2.2	-7.5	978
O=C(/C=C/c1ccc(F)cc1)N1CCN(c2ncccn2)CC1	2%	i	i	21	.	.	-22%	-27%	1.1	2.0	0.3	-0.55	-0.22	-0.21	0.38	0.5	1100
Cc1ccc(C2=NN=C(NC(=O)CSc3nc(C)cc(C)n3)SC2)cc1	4%	i	i	31	-1.6	1033	1%	-18%	5.7	1.5	1.4	-0.69	-0.15	-0.5	0.31	0.5	1043
COC(=O)c1cn(Nc2ncc(C(F)(F)F)cc2Cl)c(=O)c2ccccc12	6%	i	i	-8	1	876	-2%	24%	0.9	1.5	2.4	-0.47	0.3	-0.14	0.64	.	.
CCOC(=O)NC(NS(=O)(=O)c1ccccc1)(C(=O)OCC)C(F)(F)F (stereo not given)	-3%	i	i	3	0.11	1274	14%	-12%	3.3	2.1	5.8	0.76	-0.14	0.6	-0.055	-3.5	530
C=C(C)C1CC=C(C)/C(=N/NC(=O)c2cccs2)C1 (stereo not given)	1%	i	i	-6	-0.16	1331	-35%	-37%	5.3	2.6	6.2	-0.56	-0.29	-0.3	0.34	-3.6	476
CCCc1cc(=O)c2c(O)ccc(OC)c2o1	3%	i	.	.	-0.33	1452	8%	-12%	.	.	.	0.15	-0.058	0.082	0.39	-2.4	1135
Cc1nc(SCN2C(=O)c3ccccc3C2=O)n[nH]1	3%	i	i	-7	0.09	1202	-3%	-27%	2.5	1.6	0.7	1.1	-0.21	0.91	-0.15	-2.0	1221
COc1ccccc1N(CC(=O)NCc1ccccn1)S(C)(=O)=O	12%	i	i	-4	-0.19	1233	13%	-38%	2.3	3.2	9.7	-0.83	-0.22	-0.16	0.46	1.1	1121
COCCNC(=O)/C(C#N)=C/c1ccc(O)cc1	5%	i	.	.	0.72	887	3%	2%	.	.	.	0.68	-0.79	0.28	-0.9	0.3	1285
COc1ccc(NC(=O)N2CCN(c3cccc(C(F)(F)F)c3)CC2)cc1	12%	i	i	4	.	.	18%	-12%	7.1	24	97	-0.28	0.82	0.46	1.5	0.3	1077
CCOc1cccc(C(=O)Nc2ccc3oc(-c4cccnc4)nc3c2)c1	-1%	i	.	.	-0.35	978	22%	-7%	.	.	.	0.58	-0.18	0.2	-1.2	0.4	1375
N#Cc1ccc(C(=O)Nc2cccc(NC(=O)c3ccco3)c2)c(F)c1	6%	i	i	82	-0.2	1455	27%	0%	2.2	1.6	6.9	-0.15	-0.18	-0.55	0.77	0.9	1399
Cc1ccc(CN2C(=O)CCC2C(=O)NCCCN2CCC(C)CC2)cc1 (stereo not given)	-11%	i	i	-1	-0.73	1280	12%	.	3.9	2.6	4.4	1.6	0.39	1.2	-2.2	.	.
c1ccc(COC2CCCN(Cc3nc(-c4cccs4)no3)C2)nc1 (stereo not given)	1%	i	i	-16	0.31	1335	9%	-3%	1.4	1.8	3.9	0.21	-0.33	-0.11	0.47	-0.8	1139
Cc1cccc(C)c1NC(=O)C1(C)c2cccc[n+]2CC(=O)N1Cc1cccs1 (stereo not given)	-6%	i	i	6	0.75	1509	4%	13%	7.9	1.2	11	-0.96	-0.33	-0.64	-0.029	1.4	880
O=C(Oc1cccnc1)c1cccc(Cl)c1	-6%	i	i	2	0.7	1130	11%	7%	2.0	1.4	5.0	-0.45	-0.22	-0.38	0.53	.	.
CCc1cc(CNC(=O)CCc2nnc(Cc3cccc(C)c3)o2)on1	4%	i	i	36	-0.12	1471	-5%	-46%	4.8	1.0	6.9	-0.49	-0.3	0.21	-0.41	-0.6	990
COC(=O)c1cc(O)cc(OC)c1Oc1cc(C)cc(O)c1C(=O)O	27%	i	.	.	-1.6	908	7%	0%	.	.	.	-1.3	-0.62	-0.53	0.82	-2.3	1249

Compound activity as filed in PubChem BioAssay.
